BoNT A protease: blocks Botulinum neurotoxin A light chain protease; multiplex microsphere protease substrate cleavage, flow cytometry; inhibition, % at 10 µM; actives 0.17% (n = 360,000); AID 588499; in the data active = inhibition above about 30%; inconclusive = no clear call, values can overlap the other calls; also: plate controls were buffer without enzyme for full effect and enzyme alone for no effect
Mtb UGM inh: Mtb UDP-galactopyranose mutase inhibition; P9WIQ1; purified UGM, fluorescence polarization probe displacement; inhibition, % at 10 µM; actives 0.06% (n = 320,000); AID 504406; in the data active = inhibition above about 10%, passing the limit was not always enough; inconclusive = no clear call, values can overlap the other calls
Target sequence (P9WIQ1 whole entry, looked up): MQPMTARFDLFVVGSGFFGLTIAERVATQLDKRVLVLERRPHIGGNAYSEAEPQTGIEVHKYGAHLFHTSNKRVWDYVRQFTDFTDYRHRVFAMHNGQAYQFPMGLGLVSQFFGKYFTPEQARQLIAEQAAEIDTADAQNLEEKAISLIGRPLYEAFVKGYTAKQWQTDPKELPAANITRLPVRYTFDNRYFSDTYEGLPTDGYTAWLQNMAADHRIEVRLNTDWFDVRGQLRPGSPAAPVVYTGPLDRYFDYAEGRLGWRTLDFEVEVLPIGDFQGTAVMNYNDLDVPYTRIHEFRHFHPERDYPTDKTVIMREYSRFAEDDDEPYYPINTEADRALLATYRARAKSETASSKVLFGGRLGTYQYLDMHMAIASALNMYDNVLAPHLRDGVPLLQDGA
Mtb FBA inh: Mtb fructose-bisphosphate aldolase inhibition. actives 2.3% (n = 360,000). AID 588726. purified M. tuberculosis FBA, fluorescence read-out. inhibition, % at 1 µM. P9WQA3; in the data active = inhibition above about 27%;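 also: 0% = vehicle and 100% = reference inhibitor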
Target sequence (P9WQA3 whole entry, looked up): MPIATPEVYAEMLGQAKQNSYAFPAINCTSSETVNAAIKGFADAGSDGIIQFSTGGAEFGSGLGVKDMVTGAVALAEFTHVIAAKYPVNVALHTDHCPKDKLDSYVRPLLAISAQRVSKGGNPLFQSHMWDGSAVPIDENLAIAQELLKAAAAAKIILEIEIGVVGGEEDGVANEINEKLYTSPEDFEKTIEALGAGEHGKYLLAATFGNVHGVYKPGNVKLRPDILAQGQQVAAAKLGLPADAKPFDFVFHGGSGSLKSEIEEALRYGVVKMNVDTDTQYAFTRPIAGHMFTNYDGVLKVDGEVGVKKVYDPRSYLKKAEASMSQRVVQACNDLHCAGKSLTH
Mtb BioA inh: blocks M. tuberculosis BioA enzyme activity; purified M. tuberculosis BioA enzyme, plate reader; inhibition, % at 9.99 µM; actives 0.096% (n = 360,000); in the data active = inhibition above about 40%; inconclusive = no clear call, values can overlap the other calls
GDH-TPI counter: inhibits GDH-TPI coupling enzymes, artifact for Mtb FBA screen. GDH-TPI coupled enzyme counterscreen, NADH absorbance. inhibition, % at 4.8 µM. actives 1.2% (n = 360,000). AID 588335;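 also: 0% = DMSO wells and 100% = wells lacking the enzyme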
FadD28 FP inh: inhibitors of Mycobacterium tuberculosis FadD28 bisubstrate binding | actives 0.22% (n = 360,000) | inhibition, % at 12.5 µM | AID 588549 | FadD28 bisubstrate probe binding, fluorescence polarization; in the data active = inhibition above about 8.5%, passing the limit was not always enough; inconclusive = no clear call, values can overlap the other calls
PrPC surface inh: reduces human prion protein on the cell surface; P04156; cell surface PrPC, TR-FRET read-out; actives 0.43% (n = 370,000); inhibition, % at 13.8 µM; in the data active = inhibition above about 24%; also: 0% = median of the test wells and 100% = reference compound wells
BoNT F protease: blocks Botulinum neurotoxin F light chain protease. Multiplex microsphere protease cleavage assay, flow cytometry. inhibition, % at 10 µM. actives 0.22% (n = 360,000). AID 588497; in the data active = inhibition above about 35%, passing the limit was not always enough; inconclusive = no clear call, values can overlap the other calls; also: plate controls were buffer without enzyme for full effect and enzyme alone for no effect
CCHFV vOTU inh: blocks the CCHF virus ovarian tumor domain protease; CCHFV vOTU protease, Pep-AMC fluorescence; AID 651958; inhibition, % at 11.5 µM; actives 0.55% (n = 370,000); also: 0% = vehicle wells with enzyme and 100% = no enzyme wells
Starred values were filed as active, the others as inactive; ? = inconclusive; · = not tested or not shown. Rule as the data show it, unless noted: active = inhibition above about 30%; inactive = the rest.

SMILES	BoNT A protease	Mtb UGM inh	Mtb FBA inh	Mtb BioA inh	GDH-TPI counter	FadD28 FP inh	PrPC surface inh	BoNT F protease	CCHFV vOTU inh
Cc1cc(C(=O)CSc2ccc(Cl)cc2)cc(C)c1OC(=S)N(C)C	-0.5	2.4	-3	-2.0	-6	-1.3	5	2	8
COc1ccc(C)cc1-n1c(SCC(=O)NCC2CCCO2)nc2c([nH]c3ccccc32)c1=O (stereo not drawn)	0.6	-3.6	3	-3.8	12	-1.6	0	-9	-2
Cc1ccc2c(COC(=O)c3n[nH]c4ccccc34)cc(=O)oc2c1	0.8	3.4	1	-1.8	-1	-0.9	-9	2	-5
CCOC(=O)Cc1csc(NC(=O)c2cc3ccccc3o2)n1	-0.5	0.9	8	·	14	1.0	-1	0	5
O=C1NN(c2ccccc2)C(=O)/C1=C\c1ccccc1OCC(=O)N1CCOCC1	4.8	0.1	-1	-0.4	9	0.2	10	4	7
O=c1[nH]c2ccccc2n1CCCSc1cnc2ccccc2n1	-0.6	-0.7	5	·	8	-1.9	-15	-13	0
Cc1ccc(C(=O)NNC(=O)c2csc(N3CCOCC3)n2)o1	-0.1	-1.0	1	2.9	4	-0.4	8	4	-6
CCCCN=C1NC(=O)C(CC(=O)NCCc2ccc(OC)cc2)S1 (stereo not drawn)	1.2	1.3	0	1.6	0	-1.2	4	2	2
CC(C)OC(=O)c1nnc(Cc2ccc(Cl)cc2)o1	0.6	-6.7	1	-0.9	-1	0.8	10	-2	15
O=C(Cn1cnc2cc([N+](=O)[O-])ccc2c1=O)NCc1ccccc1	-1.4	1.5	5	·	1	-1.1	-54	-12	-7
CC(C)CN(C(=O)COC(=O)c1ccc(Br)cc1)c1c(N)n(Cc2ccccc2)c(=O)[nH]c1=O	-2.0	-1.8	0	·	4	-0.5	-6	?	1
CCC1CCCCN1C(=O)COc1ccc(F)cc1 (stereo not drawn)	0.2	1.1	3	-0.4	-11	-1.4	6	3	10
CCCC/C=C1/CCC(CN(C)C)C1=O (stereo not drawn)	-0.5	·	3	·	4	-0.5	·	-5	·
CC(C)CC1NC(=O)N(CC(=O)Nc2cc(F)ccc2F)C1=O (stereo not drawn)	-0.6	-0.9	-3	-1.0	-9	-2.9	2	-6	10
CCCCNC(=O)c1ccc(-n2c(=S)[nH]c3ccccc3c2=O)cc1	-0.7	4.2	-3	-1.2	8	-5.2	-7	-5	9
CCc1ccc(NC(=O)CCNS(=O)(=O)c2cccc3nonc23)cc1	-0.9	-2.3	1	-1.5	-10	-3.7	-23	-7	-2
Cc1c(C(=O)N2c3ccccc3CC2C)oc2ccccc12 (stereo not drawn)	1.9	-6.2	2	0.8	6	-5.7	1	13	3
O=C(C1CCCN(S(=O)(=O)c2cccc3nsnc23)C1)N1CCc2ccccc21 (stereo not drawn)	-0.3	-0.5	4	0.1	2	-3.1	-31	-20	11
CCOC(=O)c1c(NC(=S)Nc2ccc(OC)cc2)sc2c1CCCCC2	5.6	-0.9	4	·	9	-2.0	-2	1	-2
CCOC(=O)c1c(NC(=O)c2ccc(Cl)s2)sc(C)c1C	-0.1	0.5	0	-1.1	-4	-0.8	-5	-2	2
c1ccc2c(c1)-c1cccc3cccc-2c13	0.5	-2.0	10	0.6	8	-0.4	5	0	-16
O=C(NC1CCCCC1)c1ccc(CS(=O)(=O)c2ccc(Cl)cc2)o1	0.1	2.8	1	-0.8	1	-1.1	10	1	-10
O=C(Nc1nnc(COc2ccccc2F)s1)Nc1ccccc1F	?	3.6	1	3.1	-2	-0.9	5	?	6
Cc1ccc(CCNC(=O)C23C[C@H]4C[C@@H](C2)CC(n2nnc(C)n2)(C4)C3)cc1	-1.1	2.4	4	·	0	-3.0	12	0	0
CCCC(=O)Nc1cc(C)c(NC(=O)c2ccccn2)cn1	0.8	-0.3	-6	-1.5	14	-2.1	-5	6	9
CC/C(=N\NC(N)=O)c1ccc(OC(F)F)cc1	-1.3	0.9	6	-4.4	8	0.8	-4	0	0
O=C(/C=C/c1ccc2c(c1)OCO2)Nc1nc2ccccc2s1	-0.8	-1.4	0	1.1	17	-1.9	10	-3	10
COc1ccc(-c2cc(=O)c3ccccc3[nH]2)cc1	-0.4	0.6	12	3.3	11	-3.6	3	-1	-13
Cc1ccc(CN(Cc2cc3cc4c(cc3[nH]c2=O)OCCO4)Cc2nnnn2Cc2ccco2)cc1	2.6	-0.9	25	-17	24	-3.9	7	0	-17
CC(Sc1ccc(S(=O)(=O)N2CCN(C)CC2)cn1)C(=O)Nc1cccc(Cl)c1Cl (stereo not drawn)	0.0	·	1	-0.1	-5	-2.5	7	-5	5
C[N+]1(CCOc2ccc([N+](=O)[O-])cc2)CCOCC1	0.5	0.8	0	-1.2	18	-3.0	-14	2	-5
CN1C(=S)SC(/[N+]([O-])=C\c2ccccc2F)C1(C)C (stereo not drawn)	?	1.3	-2	·	0	-1.9	-2	?	1
O=C(NN1C(=O)/C(=C\c2cccnc2)SC1=S)C(c1ccccc1)c1ccccc1	0.6	-0.8	0	-1.3	28	-0.7	1	3	-6
O=C(CSc1nc2c(cnn2-c2ccccc2)c(=O)[nH]1)NCC1CCCO1 (stereo not drawn)	-0.3	·	-2	-0.2	0	-1.9	5	1	2
O=C1c2ccccc2C(=O)N1CCC(c1ccc(F)cc1)c1ccco1 (stereo not drawn)	-0.7	-1.1	0	-1.4	-6	0.2	-7	1	-8
CC(CCN1CCOCC1)c1ccccc1 (stereo not drawn)	-1.7	-0.9	5	-2.8	2	0.3	9	-1	5
CCN(CC)c1ccc(C(=O)OCC(=O)Nc2ccc3[nH]c(=O)[nH]c3c2)cc1	-1.3	-0.5	-1	·	24	-2.9	5	-7	22
Cc1cccc(N(C(=O)c2sc(C)nc2C)C(C(=O)NCC2CCCO2)c2ccccc2)c1 (stereo not drawn)	0.1	3.0	1	-1.0	3	·	3	2	-8
CCNc1nc(NCC)nc(N/N=C/c2ccc(O)c(OC)c2)n1	0.2	-0.1	2	0.2	21	0.6	-3	0	8
CC(c1ccco1)N(C(=O)COc1ccccc1[N+](=O)[O-])c1ccccn1 (stereo not drawn)	-0.4	-0.3	2	4.2	9	-2.1	-6	-8	5

In the list so far, these contain an aryl methoxy group:
SMILES	BoNT A protease	Mtb UGM inh	Mtb FBA inh	Mtb BioA inh	GDH-TPI counter	FadD28 FP inh	PrPC surface inh	BoNT F protease	CCHFV vOTU inh
COc1ccc(C)cc1-n1c(SCC(=O)NCC2CCCO2)nc2c([nH]c3ccccc32)c1=O (stereo not drawn)	0.6	-3.6	3	-3.8	12	-1.6	0	-9	-2
CCCCN=C1NC(=O)C(CC(=O)NCCc2ccc(OC)cc2)S1 (stereo not drawn)	1.2	1.3	0	1.6	0	-1.2	4	2	2
CCOC(=O)c1c(NC(=S)Nc2ccc(OC)cc2)sc2c1CCCCC2	5.6	-0.9	4	·	9	-2.0	-2	1	-2
COc1ccc(-c2cc(=O)c3ccccc3[nH]2)cc1	-0.4	0.6	12	3.3	11	-3.6	3	-1	-13
CCNc1nc(NCC)nc(N/N=C/c2ccc(O)c(OC)c2)n1	0.2	-0.1	2	0.2	21	0.6	-3	0	8

Continued:
SMILES	BoNT A protease	Mtb UGM inh	Mtb FBA inh	Mtb BioA inh	GDH-TPI counter	FadD28 FP inh	PrPC surface inh	BoNT F protease	CCHFV vOTU inh
Cc1ccccc1OCCCC(=O)Nc1ccccc1C(F)(F)F	-0.1	-0.5	1	-3.4	-10	-3.0	0	-4	22
CN(C)c1ccc(/C=N/NC(=O)c2cccc(C(=O)N/N=C/c3ccc(N(C)C)cc3)n2)cc1	0.5	2.6	-1	·	-2	-3.2	7	0	-1
Cc1noc(C)c1S(=O)(=O)N1CCC2(CC1)OCCO2	0.8	-0.3	-9	0.6	-8	-2.1	4	-10	15
O=C(OCC(=O)N1CCCCCC1)c1cccc(Cl)c1Cl	-0.8	·	-2	-1.0	2	-1.0	6	-7	-14
c1ccc(-c2nc(NC3CC3)nc(-n3ccnc3)n2)cc1	-5.7	-1.6	-2	·	-7	-3.1	-4	-9	5
Oc1cc(Nc2ccncc2)cc2cccnc12	0.7	-0.9	0	1.8	14	-3.4	-20	-10	14
COc1cc(C(C(=O)NCC2CCCO2)N(C(=O)Cn2nnc3ccccc32)c2ccc(C(C)=O)cc2)ccc1O (stereo not drawn)	-4.1	-0.3	0	-0.9	-1	-1.9	-8	-5	3
CCc1occc(=O)c1Oc1cc(NN2CCCCC2)c([N+](=O)[O-])cc1[N+](=O)[O-]	-0.7	-1.9	-2	1.4	17	-0.1	-18	-7	-1
COc1cccc(CC2(CO)CCCN(Cc3cc4ccccc4[nH]3)C2)c1 (stereo not drawn)	0.0	4.3	-9	·	-1	-11	7	1	17
O=C(NCCNc1nccc(C(F)(F)F)n1)c1cccc(C(F)(F)F)c1	1.6	-0.7	2	2.0	6	-4.1	8	?	10
COc1cc2c(cc1OC)C(c1ccccc1O)NCC2 (stereo not drawn)	2.5	2.2	-1	-2.6	12	-3.4	-3	13	-9
O=C(CC1C(=O)NCCN1Cc1ccc(F)cc1Cl)NCc1ccon1 (stereo not drawn)	1.5	-0.8	1	1.7	1	-4.5	0	0	10
O=C(c1cc(-c2ccccc2)nn1-c1ccccc1)N1CCN(S(=O)(=O)c2ccc(F)cc2)CC1	3.6	-1.4	1	·	-3	-3.1	-7	14	-2
CCC(C)/C(C)=N/Nc1ccc(S(N)(=O)=O)cc1[N+](=O)[O-] (stereo not drawn)	0.0	3.2	-9	1.2	3	0.1	-20	3	-10
COc1ccc(C2CC(c3ccc(OC)c(OC)c3)=NN2C(=O)c2ccccc2)cc1 (stereo not drawn)	0.2	0.0	-3	6.0	11	-4.0	12	16	-4
O=C(CCc1nc(-c2ccccc2)no1)NCCc1ccccc1	3.1	-2.3	2	·	1	-1.3	·	2	·
Cc1ccc(C(=O)Oc2cccc(NC(=O)c3cccs3)c2)cc1S(=O)(=O)N1CCOCC1	-0.8	-0.8	6	-2.6	3	-0.8	-5	?	-3
Cc1cc(C)c(S(=O)(=O)N2CCCC2=O)c(C)c1	-0.6	-1.3	-4	0.2	2	-0.1	5	0	-6
COc1cccc(C(=O)N2CCN(Cc3ccccc3[N+](=O)[O-])CC2)c1	1.9	0.1	7	-2.0	7	-1.6	-9	4	-2
Cc1ccn2cc(-c3cccc(NC(=O)CCC(=O)O)c3)nc2c1	-4.3	-1.4	44*	0.2	7	-1.1	-3	-20	-22

Results in Mtb BioA inh (two entries from above):
structure | Mtb BioA inh
O=C(/C=C/c1ccc2c(c1)OCO2)Nc1nc2ccccc2s1 | 1.1
COc1ccc(-c2cc(=O)c3ccccc3[nH]2)cc1 | 3.3

Continued:
SMILES	BoNT A protease	Mtb UGM inh	Mtb FBA inh	Mtb BioA inh	GDH-TPI counter	FadD28 FP inh	PrPC surface inh	BoNT F protease	CCHFV vOTU inh
C=CCN(c1ccccc1)S(=O)(=O)c1ccc2c(c1)oc(=O)n2C	0.2	0.8	0	-2.3	14	-0.3	1	-6	-1
COc1cccc(/C=N/NC(=O)c2ccc(N(C)S(=O)(=O)c3ccccc3)cc2)c1OC	0.4	-0.1	3	-0.7	10	-2.3	-4	7	-4
O=C(NC1CCSC1=O)c1ccccc1 (stereo not drawn)	0.0	2.1	-2	-2.2	-10	-2.3	-3	3	-11
Cc1ccc(C(=O)COc2nc(C)nc3ccccc23)cc1	-0.1	-0.5	4	·	-11	-3.2	4	2	-10
CN(C)c1cc(-c2cccc([N+](=O)[O-])c2)oc(=O)c1Cl	·	2.6	1	·	11	-2.0	-14	·	-4
O=C1CN(C(=O)c2ccc(Br)o2)C(c2ccccc2)c2cc(F)ccc2N1 (stereo not drawn)	-0.7	-2.2	-2	3.0	13	-5.3	6	2	-1
CC(C)(C)NS(=O)(=O)c1ccc(CCC(=O)Nc2ccc3c(c2)OCCO3)cc1	-0.6	-1.1	1	0.0	5	-2.9	8	-4	5
COc1cc(OC)cc(C2=Cc3ccccc3C(CC(C)=O)N2c2ccc(-c3cncnc3)cc2)c1 (stereo not drawn)	8.5	·	·	·	·	·	1	1	-6
CCC(=O)Nc1ccccc1C(=O)OCC(=O)c1ccccc1	-0.5	-2.4	1	-0.2	-11	-4.0	3	-10	-4
CC(=O)Nc1c(Cl)cc2c(c1Cl)Cc1cc(C#N)ccc1-2	-0.2	·	1	·	9	-2.3	-7	-8	-1

Bioassay records (PubChem)
